Assay outcomes from PubChem BioAssay.
FadD28 binding: inhibitors of FadD28 bisubstrate probe binding, primary screen, biochemical, fluorescence polarization, single point | Mycobacterium tuberculosis FadD28 fatty-acid-AMP ligase | inhibition, % at 12.5 µM | hit rate 0.22% among 360,000 | AID 588549, 2011; in the data active = inhibition above about 8.5%, passing the limit was not always enough; inconclusive = no clear call, values can overlap the other calls
PrPC surface inh: inhibitors of human cell surface prion protein PrPC, primary screen, cell-based, TR-FRET | Major prion protein (Homo sapiens), P04156 | TR-FRET read-out | inhibition, % at 13.8 µM | hit rate 0.43% among 370,000; in the data active = inhibition above about 24%; note: 0% = median of the test wells and 100% = reference compound wells
CCHFV vOTU inh: CCHFV vOTU protease inhibitors, primary screen, biochemical, Pep-AMC substrate, fluorescence | Crimean-Congo hemorrhagic fever virus L polyprotein viral ovarian tumor (vOTU) protease … | inhibition, % at 11.5 µM | hit rate 0.55% among 370,000 | AID 651958, 2012; in the data active = inhibition above about 30%; note: 0% = vehicle wells with enzyme and 100% = no enzyme wells
BoNT F protease: BoNT/F light chain protease inhibitors, primary screen, biochemical, flow cytometry, MLPCN library. Botulinum neurotoxin type F light chain protease (Clostridium botulinum). Multiplex microsphere protease cleavage assay. inhibition, % at 10 µM. hit rate 0.22% among 360,000. AID 588497, 2011; in the data active = inhibition above about 35%, passing the limit was not always enough; inconclusive = no clear call, values can overlap the other calls; note: plate controls were buffer without enzyme for full effect and enzyme alone for no effect
PfHsp40 rescue: rescue of yeast from PfHsp40 toxicity, primary screen, S. cerevisiae, ATP luminescence | S. cerevisiae expressing PfHsp40, growth rescue | growth rescue, % at 12.5 µM | hit rate 0.68% among 340,000; in the data active = growth rescue above about 28%, passing the limit was not always enough; inconclusive = no clear call, values can overlap the other calls;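 note: yeast W303a lacking pdr1 and pdr3 grown in galactose medium; growth measured after three days at 30 °C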
BoNT A protease: BoNT/A light chain protease inhibitors, primary screen, biochemical, flow cytometry, MLPCN library | Botulinum neurotoxin type A light chain protease (Clostridium botulinum A str. ATCC 3502) | multiplex microsphere protease substrate cleavage | inhibition, % at 10 µM | hit rate 0.17% among 360,000; note: plate controls were buffer without enzyme for full effect and enzyme alone for no effect
Anthrax LF inh2: Bacillus anthracis LF protease inhibitors, primary screen, biochemical, multiplex microsphere, MLPCN library; multiplex microsphere protease cleavage assay; inhibition, % at 10 µM; hit rate 0.12% among 360,000; note: plate controls were buffer without enzyme for full effect and enzyme alone for no effect
TcdB inh: TcdB glycohydrolase inhibitors, primary screen, biochemical, single point, plate reader | Toxin B (Clostridioides difficile), P18177 | TcdB glycohydrolase enzymatic assay | inhibition, % at 9.99 µM | hit rate 0.24% among 350,000 | AID 652162, 2013; in the data active = inhibition above about 10%
Target sequence (P18177 whole entry, looked up): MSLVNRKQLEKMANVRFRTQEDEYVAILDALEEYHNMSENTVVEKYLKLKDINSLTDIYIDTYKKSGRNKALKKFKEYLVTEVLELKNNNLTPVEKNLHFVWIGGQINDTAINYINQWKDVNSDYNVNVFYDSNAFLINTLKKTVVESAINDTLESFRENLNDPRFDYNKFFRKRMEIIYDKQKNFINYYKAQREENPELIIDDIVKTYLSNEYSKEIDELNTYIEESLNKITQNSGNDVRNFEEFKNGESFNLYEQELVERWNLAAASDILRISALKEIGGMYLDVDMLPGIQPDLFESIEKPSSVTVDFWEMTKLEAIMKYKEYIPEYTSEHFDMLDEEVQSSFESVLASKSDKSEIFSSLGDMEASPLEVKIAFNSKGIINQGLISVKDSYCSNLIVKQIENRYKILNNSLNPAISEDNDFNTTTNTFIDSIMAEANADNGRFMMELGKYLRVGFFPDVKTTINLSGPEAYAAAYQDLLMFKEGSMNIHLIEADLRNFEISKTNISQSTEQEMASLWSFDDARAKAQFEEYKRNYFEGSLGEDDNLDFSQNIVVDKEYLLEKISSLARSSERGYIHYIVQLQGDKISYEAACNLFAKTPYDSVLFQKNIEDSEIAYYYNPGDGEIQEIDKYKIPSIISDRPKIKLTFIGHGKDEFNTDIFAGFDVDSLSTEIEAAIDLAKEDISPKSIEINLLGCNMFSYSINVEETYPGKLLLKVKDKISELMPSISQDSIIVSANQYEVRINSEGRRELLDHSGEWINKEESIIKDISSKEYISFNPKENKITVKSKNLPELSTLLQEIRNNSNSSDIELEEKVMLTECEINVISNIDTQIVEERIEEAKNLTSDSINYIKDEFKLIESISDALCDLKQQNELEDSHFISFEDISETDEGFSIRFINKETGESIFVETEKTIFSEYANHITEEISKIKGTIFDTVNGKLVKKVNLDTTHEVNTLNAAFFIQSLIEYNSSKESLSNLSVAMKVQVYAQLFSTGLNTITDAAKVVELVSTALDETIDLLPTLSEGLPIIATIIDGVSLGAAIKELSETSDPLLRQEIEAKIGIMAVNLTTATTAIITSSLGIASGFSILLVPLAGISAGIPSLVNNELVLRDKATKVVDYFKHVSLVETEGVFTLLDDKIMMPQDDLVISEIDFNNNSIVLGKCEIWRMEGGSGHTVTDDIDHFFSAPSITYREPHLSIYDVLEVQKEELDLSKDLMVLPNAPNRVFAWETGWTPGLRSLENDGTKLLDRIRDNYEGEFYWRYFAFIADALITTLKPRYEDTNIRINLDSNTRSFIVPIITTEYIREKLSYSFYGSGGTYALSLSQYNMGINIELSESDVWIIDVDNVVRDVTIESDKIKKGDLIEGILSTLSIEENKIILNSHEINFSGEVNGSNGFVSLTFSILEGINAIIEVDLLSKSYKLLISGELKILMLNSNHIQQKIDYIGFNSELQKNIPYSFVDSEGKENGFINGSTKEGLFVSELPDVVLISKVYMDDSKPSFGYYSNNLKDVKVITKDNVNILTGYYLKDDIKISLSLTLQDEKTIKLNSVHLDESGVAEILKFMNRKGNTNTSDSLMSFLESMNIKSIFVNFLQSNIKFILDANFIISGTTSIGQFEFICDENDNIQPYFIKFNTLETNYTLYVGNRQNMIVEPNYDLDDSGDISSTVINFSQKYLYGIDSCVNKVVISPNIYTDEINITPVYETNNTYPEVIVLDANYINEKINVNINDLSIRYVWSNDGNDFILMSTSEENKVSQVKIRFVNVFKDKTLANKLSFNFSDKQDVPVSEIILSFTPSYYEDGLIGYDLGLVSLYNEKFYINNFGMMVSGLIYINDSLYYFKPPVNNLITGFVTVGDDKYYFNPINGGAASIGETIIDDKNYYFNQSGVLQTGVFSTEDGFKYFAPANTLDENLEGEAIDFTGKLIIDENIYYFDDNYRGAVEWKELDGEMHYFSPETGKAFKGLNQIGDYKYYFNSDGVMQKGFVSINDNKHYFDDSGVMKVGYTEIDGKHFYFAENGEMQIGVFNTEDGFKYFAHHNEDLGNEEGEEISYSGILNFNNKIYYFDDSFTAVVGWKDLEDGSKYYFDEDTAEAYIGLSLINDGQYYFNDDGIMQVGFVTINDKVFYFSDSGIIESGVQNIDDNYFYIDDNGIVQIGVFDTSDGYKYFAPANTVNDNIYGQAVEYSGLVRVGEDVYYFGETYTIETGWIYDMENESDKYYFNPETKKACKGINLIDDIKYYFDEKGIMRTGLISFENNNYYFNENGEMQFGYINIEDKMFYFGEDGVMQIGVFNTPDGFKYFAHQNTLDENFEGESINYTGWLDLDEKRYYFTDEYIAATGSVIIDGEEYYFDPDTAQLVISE
Yp Topo-I inh: Yersinia pestis topoisomerase I inhibitors, primary screen, biochemical, cleavage product accumulation, plate reader, single point. DNA topoisomerase I (Yersinia pestis CO92). Y. pestis Topo-I cleavage product accumulation. activity, % at 10 µM. hit rate 0.064% among 360,000; in the data active = activity above about 50%, passing the limit was not always enough; inconclusive = no clear call, values can overlap the other calls; note: inactives centre near 2
Numbers without * were called inactive; ? = inconclusive; · = not tested or not shown; & = joins results of further samples. Cut-off read from the data, not from the text of the source, unless noted: active = inhibition above about 30%; inconclusive = no clear call, values can overlap the other calls; inactive = below that.

The first 6 compounds (preview)
Fields: FadD28 binding	PrPC surface inh	CCHFV vOTU inh	BoNT F protease	PfHsp40 rescue	BoNT A protease	Anthrax LF inh2	TcdB inh	Yp Topo-I inh
COc1ccc(CNC(=O)c2ccc(C(C)(C)C)cc2)cc1
 : 0.6	14	1	1	5.0	0.2	0	-0.9	14
CN(C)CCN(Cc1ccccc1)C(c1cc2ccccc2o1)c1nnnn1C(C)(C)C (stereo not given)
 : ·	-9	1	-5	·	0.5	2	1.4	·
O=C(NCCc1nc2ccccc2[nH]1)c1ccco1
 : -2.6	-2	-19	28	-0.1	0.0	-1	·	-8
CCCCC(=O)N(CCC)CCC
 : -3.9	-1	-3	?	-0.1	-0.2	-11	2.6	2
CCOc1ccc2[nH]cc(S(=O)(=O)c3ccc(Cl)cc3)c(=O)c2c1
 : -2.0	8	13	-2	0.6	-0.9	-7	0.7	4
Cc1cc(NC(=O)C(C)C)n(-c2nc3ccccc3s2)n1
 : -0.2	-4	6	5	-0.3	-2.0	5	0.4	5

The whole of this part, from the first entry:
Fields: FadD28 binding	PrPC surface inh	CCHFV vOTU inh	BoNT F protease	PfHsp40 rescue	BoNT A protease	Anthrax LF inh2	TcdB inh	Yp Topo-I inh
COc1ccc(CNC(=O)c2ccc(C(C)(C)C)cc2)cc1
 : 0.6	14	1	1	5.0	0.2	0	-0.9	14
CN(C)CCN(Cc1ccccc1)C(c1cc2ccccc2o1)c1nnnn1C(C)(C)C (stereo not given)
 : ·	-9	1	-5	·	0.5	2	1.4	·
O=C(NCCc1nc2ccccc2[nH]1)c1ccco1
 : -2.6	-2	-19	28	-0.1	0.0	-1	·	-8
CCCCC(=O)N(CCC)CCC
 : -3.9	-1	-3	?	-0.1	-0.2	-11	2.6	2
CCOc1ccc2[nH]cc(S(=O)(=O)c3ccc(Cl)cc3)c(=O)c2c1
 : -2.0	8	13	-2	0.6	-0.9	-7	0.7	4
Cc1cc(NC(=O)C(C)C)n(-c2nc3ccccc3s2)n1
 : -0.2	-4	6	5	-0.3	-2.0	5	0.4	5
CCN(CC)S(=O)(=O)c1cc(NC(=O)CNc2cccc(S(=O)(=O)N3CCCC3)c2)ccc1C
 : -0.9	·	·	10	0.7	1.2	4	·	7
Cc1cc(-c2ccc(F)cc2)nc2cc(C(N)=O)nn12
 : -0.2	-17	-17	-2	4.1	0.5	8	·	0
COc1ccccc1CNCc1ccc(OC)c2ccccc12
 : -3.7	-8	8	-8	0.5	-0.5	-10	0.8	12
COc1ccc(CSc2nnnn2-c2ccc(C(N)=O)cc2)cc1[N+](=O)[O-]
 : -2.6	-19	-13	-11	-1.1	0.2	0	-0.3	-1
O=C(CS(=O)(=O)c1ccc(F)cc1)N1CCOCC1
 : 0.7	-2	-8	-1	-2.5	-0.8	-5	2.1	3
C/C(=N\NC(=O)c1nnn(-c2nonc2N)c1-c1cccs1)c1ccncc1
 : 0.0	4	-9	0	-0.9	1.4	-1	-4.8	10
c1ccc(CCN2CN=C(Nc3nc4ccccc4s3)NC2)cc1
 : -3.1	-3	-9	?	1.1	?	-5	1.4	-1
C[C@@H]1C[C@H](O)c2cc(Cl)ccc2N1
 : -2.9	-4	0	-1	0.1	0.7	0	·	-3
CCn1c(SCc2cccc(F)c2)nnc1-c1ccncc1
 : -3.7	9	-7	21	-1.2	-1.7	-3	1.7	6
COc1ccc(S(=O)(=O)N2CCCCCC2)cc1N(C)S(=O)(=O)c1ccc(C)cc1
 : -2.7	12	7	8	3.5	1.4	-2	·	4
C[C@]1(C(=O)O)Cc2oncc2C[C@@H]1C(=O)O
 : -0.2	-4	11	-6	-0.2	-1.6	-4	2.4	-6
CCN(CC(=O)Nc1ccccc1OC)C(=O)C1CCC1
 : -0.9	1	5	-3	0.7	-5.3	0	0.8	18
CCN(CC)S(=O)(=O)c1cccc(C(=O)Nc2cc(C)nn2-c2ccccc2)c1
 : -3.8	-4	5	5	-0.6	0.8	2	·	-8
CCOC(=O)c1cc2cc(OCc3ccccc3)ccc2nc1C
 : ·	0	-4	-30	6.4	-2.2	0	-0.2	18
CNC(=O)NC(=O)CSc1nc(-c2cccs2)c(C#N)c(=O)[nH]1
 : -3.7	120*	3	-4	-0.5	-1.4	-8	0.2	-9
Cc1cc(C)cc(OCC(=O)Nc2cccc(C(=O)O)c2)c1
 : -0.8	4	5	-9	0.0	?	0	·	7
CCOc1ccc2nc(S(=O)(=O)NC(=O)C3(C)CCN3C(=O)c3cc(C)n(C)n3)sc2c1 (stereo not given)
 : -0.5	12	3	1	·	-0.4	-3	0.3	8
Cc1ccc(-c2nnn(CC(=O)N(Cc3ccco3)C(C(=O)NC(C)(C)C)c3ccncc3)n2)o1 (stereo not given)
 : -0.7	5	-6	-2	0.6	-0.2	0	1.1	12
Cc1ccc(C(=O)C[n+]2cc(-c3ccccc3)n3c2CCCCC3)cc1
 : -0.2&-2.0	1&0	4&-4	-3&-3	-0.3&1.6	?	-1&-1	0.9	6&-6
CCn1c(SCC(=O)Nc2sc3c(c2C#N)CCCC3)nnc1-c1ccncc1
 : -3.9	3	6	28	-0.7	3.3	6	·	17
Cc1nn(-c2ccccc2)c(Oc2ccc(F)cc2)c1/C=N/n1cnnc1
 : -2.5	-6	1	5	0.5	0.8	-5	·	4
Cc1ccc(CN2CCN(Cc3c(C)nn(C(C)C)c3C)CC2CCO)o1 (stereo not given)
 : -1.2	-8	8	0	0.6	-1.2	-3	1.3	-7
Cc1ccccc1OCC(=O)OCC(=O)Nc1ccc(Cl)cn1
 : -5.8	-3	-1	-3	0.1	3.9	3	-0.9	-5
CCOC(=O)c1c(NC(=O)c2cccs2)sc2c1CCCC2
 : -4.1	-1	-2	-38	-0.7	-1.4	-8	·	-6

The final two entries of the section before are carried over, then new ones follow.
Fields: FadD28 binding	PrPC surface inh	CCHFV vOTU inh	BoNT F protease	PfHsp40 rescue	BoNT A protease	Anthrax LF inh2	TcdB inh	Yp Topo-I inh
Cc1ccccc1OCC(=O)OCC(=O)Nc1ccc(Cl)cn1
 : -5.8	-3	-1	-3	0.1	3.9	3	-0.9	-5
CCOC(=O)c1c(NC(=O)c2cccs2)sc2c1CCCC2
 : -4.1	-1	-2	-38	-0.7	-1.4	-8	·	-6
COc1ccc(N(CC(=O)NC2CCCC2)S(=O)(=O)c2ccc(NC(C)=O)cc2)cc1
 : -1.9	4	-2	-10	0.9	-0.5	9	0.3	4
Oc1c(CN2CCCC(C(F)(F)F)C2)cc(Cl)c2ccccc12 (stereo not given)
 : 1.2	9	-5	3	0.3	0.9	-1	0.4	-9
COc1ccc(OC)c(NC(=O)CCN2CC(C)CC(C)C2)c1 (stereo not given)
 : -0.5	·	·	?	2.0	-7.2	-16	·	-7
Clc1ccc(-n2cc(-c3ccc(Br)cc3)[n+]3c2CCCCC3)cc1
 : 0.8	5	-7	10	-0.5	1.0	-12	0.0	-4
C/C(CC(=O)Nc1cccc(Cl)c1Cl)=N\NC(=O)C(=O)N1CCCC1
 : 0.6	-8	9	1	0.3	0.0	-8	1.0	4
COc1ccc(C(C(=O)NCC2CCCO2)N(C(=O)CNC(=O)c2cccs2)c2ccc(NC(C)=O)cc2)cc1OC (stereo not given)
 : -2.5	-2	-2	-3	0.9	0.4	-2	1.1	3
CC(OC(=O)C1=COCCO1)C(=O)Nc1ncc(Cl)cc1Cl (stereo not given)
 : 1.0	0	-6	?	-0.5	-0.1	-2	0.1	2
COC(=O)Nc1ccc(S(=O)(=O)N2CCCC(C(=O)N3CCC(C)CC3)C2)cc1 (stereo not given)
 : -0.8	-2	9	-3	0.3	-0.5	-1	0.4	-2
COc1ccccc1CN(C(=O)CCl)C(C(=O)NC1CCCCC1)c1ccncc1 (stereo not given)
 : 1.2	·	·	-34	-1.5	7.3	-6	·	10
CCc1nc2ccc(C(=O)Nc3ccc4c(c3)OCO4)cc2nc1CC
 : 0.6	17	10	-8	0.5	1.3	-1	-0.6	-8
CCc1nnc(SCC(=O)Nc2ccc(N3CCN(S(C)(=O)=O)CC3)cc2)o1
 : 1.7	7	15	-2	-1.8	0.9	-10	-9.8	1
Cc1ccccc1NC(=O)COC(=O)c1cc[n+]([O-])cc1
 : -2.2	-2	-7	-8	0.3	-1.4	-2	2.2	-1
O=CC1=C(N2CCOCC2)/C(=C/c2ccc(Cl)cc2)CC1
 : 2.1	-8	12	25	2.0	2.5	-2	-0.8	1
Cc1ccc(Nc2nc(C(=O)N3CCC(C(=O)NC(C)C)CC3)cs2)cc1
 : -0.3	4	-12	2	0.6	0.2	-4	0.0	-3
C[C@@H]1CN([C@H](C)CO)C(=O)c2cc(NC(=O)Cc3ccccc3)ccc2O[C@H]1CN(C)Cc1ccc(Oc2ccccc2)cc1
 : -3.5	-1	9	-9	-0.5	-1.0	-6	0.3&1.0	0
CCC(C)n1c(-c2cccc(S(=O)(=O)N(CC)CC)c2)n[nH]c1=S (stereo not given)
 : -3.7	9	6	-4	0.5	-0.7	-5	0.8	8
COc1ccc(S(=O)(=O)N2CCC(C(=O)NCC(=O)Nc3c(C)cccc3C)CC2)cc1OC
 : -0.8	1	-8	4	-0.6	5.0	1	1.6	10
Cc1onc(-c2ccccc2)c1C(=O)c1c[nH]c(C(=O)NCc2ccccn2)c1
 : -2.9	0	-13	4	1.2	0.0	0	1.3	2
Cc1cc(C)cc(N(CC(=O)O)S(=O)(=O)c2c(C)noc2C)c1
 : -0.1	-1	-18	3	1.0	0.3	1	1.0	0
COc1ccc(N2CCN(Cc3cc(=O)oc4cc(C)c(Cl)cc34)CC2)cc1
 : -2.9	-1	-2	7	-0.3	0.0	0	·	-4
CC(C)Oc1ccc(C(CC(=O)N(C)CCC#N)c2ccc(F)cc2)cc1 (stereo not given)
 : 0.2	3	18	1	-0.6	0.4	0	·	16
